# PKA-R2B act: activators of human PKA-R2B complex. PKA-R2B holoenzyme dissociation, Cy5-IP20 fluorescence polarization; R2B truncated from residue 108, S112A mutant; 0% DMSO only, 100% 113 µM cGMP. actives 0.079% (n = 340,000). P22694+P31323. AID 504700. activation, % at 11.4 µM;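 active means activation above a cutoff set at the mean over all compounds plus 3 SD, cut at about 18% in these data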;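 further: higher means more holoenzyme dissociation and a rise in polarization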
# Target sequence (P31323 whole entry, looked up, other chains not shown, the tested form may be a part): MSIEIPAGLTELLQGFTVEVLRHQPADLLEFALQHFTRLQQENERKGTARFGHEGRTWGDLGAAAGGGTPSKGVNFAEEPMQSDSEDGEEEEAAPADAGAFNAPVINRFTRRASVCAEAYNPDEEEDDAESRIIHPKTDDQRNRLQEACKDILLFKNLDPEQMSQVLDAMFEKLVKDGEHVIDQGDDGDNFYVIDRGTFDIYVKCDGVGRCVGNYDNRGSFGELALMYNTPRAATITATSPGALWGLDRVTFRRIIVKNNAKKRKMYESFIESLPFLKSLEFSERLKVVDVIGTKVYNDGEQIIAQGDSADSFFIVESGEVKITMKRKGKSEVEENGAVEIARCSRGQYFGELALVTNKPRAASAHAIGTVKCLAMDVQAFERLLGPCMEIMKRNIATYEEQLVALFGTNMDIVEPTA
# DAGLB inhibitor: blocks human DAGLB lipase activity | actives 0.059% (n = 340,000) | Q8NCG7 | HEK293T DAGLB membrane lysate, EnzChek fluorogenic substrate | inhibition, % at 5.17 µM; in the data active means inhibition above about 34%;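 further: 0% = enzyme with vehicle and 100% = wells lacking enzyme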
# Keap1-Nrf2 PPI: inhibitors of human Keap1-Nrf2 protein-protein interaction. inhibition, % at 9.4 µM. AID 504523. Keap1 Kelch-Nrf2 peptide fluorescence polarization, 1536-well. actives 0.15% (n = 340,000); in the data active means inhibition above about 12%; inconclusive means no clear call, values can overlap the other calls; inactive means below about 7.3%;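 further: human Keap1 Kelch domain with fluorescein labeled Nrf2 9mer peptide probe; 0% = neutral control wells and 100% = peptide positive control; higher means more block of Keap1 binding to Nrf2 peptide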
# RTF Ca sens act: increases calcium sensitivity of human cardiac regulated thin filaments; P19429+P45379; IANBD-labeled TnC RTF fluorescence at EC20 calcium; 0% EC20 calcium, 100% full calcium; activation, % at 7.2 µM; actives 0.24% (n = 340,000);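 active means activation above the mean over all tested compounds plus 3 SD, cut at about 30% in these data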;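 further: rise in fluorescence read as greater calcium sensitivity of cardiac thin filaments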
# C-LANA FP: inhibitors of KSHV LANA C-terminal domain DNA binding. inhibition, % at 9 µM. MBP-C-LANA/FAM-LBS DNA binding, fluorescence polarization. actives 0.078% (n = 340,000). AID 504423;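 active means highest replicate inhibition at or above 60% at 9 µM, even if other replicates fall short; inactive means all replicates below 60% inhibition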;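 further: 0% = neutral control wells and 100% = 4 µM acridine orange control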
# CAL PDZ FP-1: CAL PDZ (human) peptide binding inhibition. purified CAL PDZ, TMR-peptide fluorescence polarization, 1 h. inhibition, % at 24.9 µM. actives 0.92% (n = 300,000). AID 602252;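 active means mean inhibition of at least 30% with at least half of replicates also reaching 30%; inconclusive means no clear call, values can overlap the other calls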;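 further: 0% = DMSO neutral control and 100% = excess unlabeled competitor peptide PRC23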
# Rtt109 HAT inh: blocks Candida albicans Rtt109/Vps75 acetyltransferase activity | Q5AAJ8 | purified Rtt109/Vps75, ThioGlo CoA-SH fluorescence, 4 h | inhibition, % at 34.9 µM | actives 0.16% (n = 330,000) | AID 540336;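 active means inhibition of at least 50% in every replicate; inconclusive means best replicate reaches 50% inhibition but some replicates fall short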
# Target sequence (Q5AAJ8 whole entry, looked up): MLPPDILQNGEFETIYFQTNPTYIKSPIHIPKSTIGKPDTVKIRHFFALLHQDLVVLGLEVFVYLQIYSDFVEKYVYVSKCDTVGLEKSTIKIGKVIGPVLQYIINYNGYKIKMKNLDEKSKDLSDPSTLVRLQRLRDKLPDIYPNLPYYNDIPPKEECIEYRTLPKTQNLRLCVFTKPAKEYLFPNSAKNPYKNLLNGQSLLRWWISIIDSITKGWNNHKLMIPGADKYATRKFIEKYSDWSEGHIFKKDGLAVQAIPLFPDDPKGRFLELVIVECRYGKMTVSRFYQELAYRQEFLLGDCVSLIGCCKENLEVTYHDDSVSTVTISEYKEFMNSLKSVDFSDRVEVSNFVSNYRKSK
# RTF Ca sens inh: cardiac RTF calcium desensitization. P19429+P45379. IANBD-labeled cardiac RTF, Ca2+ fluorescence. inhibition, % at 7.15 µM. actives 0.12% (n = 340,000). AID 493244;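 active means inhibition above the mean inhibition of all tested compounds plus 3 SD, cut at about 17% in these data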;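 further: assay run at fixed EC70 calcium of 1.6 mM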
# SR-BI DiI-HDL act: activators of SR-BI mediated HDL lipid uptake. activation, % at 12.5 µM. AID 504775. CHO ldlA[mSR-BI] cells, DiI-HDL uptake fluorescence, 3 h; 100 = double the neutral-control signal. actives 0.096% (n = 320,000);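 active means mean replicate activation of at least 60% and every replicate at or above 60%; inconclusive means mean or all-replicate condition met, but not both; inactive means mean below 60% and not all replicates reaching 60%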;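 further: 0% = median plate neutral-control signal and 100% = twice that signal; values of inactives mirror those of a sister screen read the other way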
#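 System: CHO ldlA[mSR-BI] cells / Medium: HEPES-buffered (25 mM, pH 7.4) F12 plus 0.5% BSA / Probe or stimulus: labelled HDL, 10 µg/mL / Doses: single compound concentration, delivered by pin transfer / Schedule: 3 h, 37 °C / Measured by: DiI fluorescence, bottom read / Measure: cell-associated DiI fluorescence as measure of HDL uptake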
# CAL PDZ FP-2: human CAL PDZ-peptide interaction inhibition. Q9HD26. purified CAL PDZ, TMR-peptide fluorescence polarization, 1 h. inhibition, % at 20 µM. actives 0.02% (n = 330,000). AID 504414;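 active means highest replicate inhibition of at least 40%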;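 further: plate controls were DMSO neutral control wells for no effect and unlabeled competitor peptide control wells for full effect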
#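 Read-out basis: mP drop reported as inhibition | Assay system: Tagged CAL PDZ protein CerCALP, purified | Benchmarks: Unlabelled peptide for full inhibition, DMSO wells as neutral | Schedule: 1 h incubation at room temperature before polarization reading | Buffer or medium: Sodium phosphate/NaCl buffer pH 7.4 with TCEP, IgG, Thesit | Doses: Single point, 20 µM | Measured by: Fluorescence polarization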
# The depositor's hits bear a star; ? = inconclusive; / = not tested or not shown.
SMILES,PKA-R2B act,DAGLB inhibitor,Keap1-Nrf2 PPI,RTF Ca sens act,C-LANA FP,CAL PDZ FP-1,Rtt109 HAT inh,RTF Ca sens inh,SR-BI DiI-HDL act,CAL PDZ FP-2
CCN(CC)S(=O)(=O)c1ccc(C(=O)OCCN2C(=O)CCC2=O)cc1,8,1,-1,8,-1.5,/,-1,-6,-11,1.2
CC(C)OC(=S)N/C(=N\S(=O)(=O)c1ccccc1)c1ccccc1,-4,-2,3,-6,0.7,/,8,-1,29,-0.3
Nn1c(Cc2ccccc2F)nnc1SCCOc1ccc(Cl)cc1,-2,1,2,5,1.0,-1,/,-3,6,-2.0
COc1ccc2nc(SCC(=O)Nc3ccccc3C)[nH]c2c1,0,0,1,-3,-1.4,-3,3,-4,-17,-1.7
Cc1c(NC(=O)C(C)OC(=O)COc2cccc3c2OC(C)(C)C3)c(=O)n(-c2ccccc2)n1C (stereo unspecified),4,-1,-2,-10,-0.1,-5,-7,2,25,-0.1
CCN(CC)S(=O)(=O)c1ccc(N2CCOCC2)c(NC(=S)NC(=O)c2ccco2)c1,-9,1,-3,1,-2.5,-7,14,-5,-23,-1.1
O=C(CN(C(=O)CCC(=O)Nc1ccccn1)c1ccc(F)cc1)NCc1ccc(F)cc1,-5,0,-7,-2,0.7,-1,-5,-6,/,-2.1
Cc1c(C)c2ccc(O)c(CN3CCCC3)c2oc1=O,4,0,4,-2,1.2,-4,-7,-3,9,-0.4
Cn1c(CNC(=O)OC(C)(C)C)nnc1SCc1c(Cl)cccc1Cl,12,-7,4,1,0.5,/,-9,-4,-24,0.2
COc1ccc(-c2ccc3nnc(SCC(=O)Nc4ccc(NC(C)=O)cc4)n3n2)cc1,-4,-2,0,-5,1.3,-3,1,-7,7,-2.3

# An excerpt from above, limited to SR-BI DiI-HDL act and PKA-R2B act:
Molecule	SR-BI DiI-HDL act	PKA-R2B act
O=C(CN(C(=O)CCC(=O)Nc1ccccn1)c1ccc(F)cc1)NCc1ccc(F)cc1	/	-5
Cc1c(NC(=O)C(C)OC(=O)COc2cccc3c2OC(C)(C)C3)c(=O)n(-c2ccccc2)n1C (stereo unspecified)	25	4

# The list continues:
SMILES,PKA-R2B act,DAGLB inhibitor,Keap1-Nrf2 PPI,RTF Ca sens act,C-LANA FP,CAL PDZ FP-1,Rtt109 HAT inh,RTF Ca sens inh,SR-BI DiI-HDL act,CAL PDZ FP-2
CC(C)(C)OC(=O)N/N=C/c1ccc(C(=O)O)cc1,8,0,-2,1,-0.6,-3,4,-16,13,0.2
COC(=O)C1(C)CCC(C(=O)Nc2ccccc2)C1(C)C (stereo unspecified),0,2,-6,-5,-0.1,-5,/,1,/,0.4
COC(=O)c1cc2occc2n1CC(=O)N(C)C1CCCCC1,6,-1,-4,8,1.5,1,-6,-6,3,-1.9
COc1cccc(CN(C(=O)/C=C/c2ccco2)C2CCS(=O)(=O)C2)c1 (stereo unspecified),3,5,-5,0,-1.2,/,10,-14,36,-1.2
CCc1ccccc1OCC(=O)Nc1cccc(S(=O)(=O)NCc2ccco2)c1,-11,-3,-5,-1,0.4,0,1,-9,-16,1.3
CCc1ccc(N(CC(=O)NC2CCCC2)C(=O)CCC(=O)Nc2ccccn2)cc1,-9,1,2,-3,0.2,6,-11,-14,1,-0.3
COc1ccc(N(CC(=O)Nc2nccs2)S(=O)(=O)c2c(C)[nH]c(=O)[nH]c2=O)cc1,6,2,-4,4,-0.6,/,2,-8,7,0.0
COC(=O)c1ccc(-c2ccc(/C=N/N3C(=O)C4C5C=CC(CC5)C4C3=O)o2)cc1 (stereo unspecified),-9,-2,0,2,0.7,-3,-5,-1,-14,-1.6
O=c1ccc2cc(S(=O)(=O)N3CCN(c4ccccc4F)CC3)ccc2[nH]1,1,3,-4,4,0.8,/,-14,1,-20,-0.2
O=C(Nc1ccc(S(=O)(=O)N2CCCc3ccccc32)cc1)C1CCCO1 (stereo unspecified),-6,-4,2,-1,-0.1,/,7,-9,-31,-2.7
Cc1cc(=O)oc2c3c(cc(OCC(=O)NC(C)C)c12)OC(C)(C)CC3,-18,-7,-3,-6,1.5,-5,0,-3,-41,-1.4
Cc1ccc(OC(=O)c2cccnc2)cc1,-1,-2,0,-2,0.5,-5,7,0,20,-1.4
Cc1ccc(S(=O)(=O)N2CCCCC2)cc1NC(=O)c1cccnc1,3,-2,2,-6,-1.6,-3,22,-16,-15,-0.7
CC(C)CC(=O)NC(Nc1ccccc1F)C(Cl)(Cl)Cl (stereo unspecified),-9,0,-8,8,0.0,4,-4,-3,-12,-1.2
O=C(COc1ncnc2c(Cl)cc(Cl)cc12)N1CCCCC1,-3,-2,-1,2,0.5,-1,-5,0,2,0.1
CS(=O)(=O)N(CC(=O)N1CCOCC1)c1ccccc1Br,-5,1,-4,0,-0.6,-5,4,-9,21,-1.9
Cc1cc(NC(=O)c2ccno2)no1,-7,-1,1,-1,-1.8,-2,-4,-2,3,-1.5
CCN1C(=O)c2cccc3c(S(=O)(=O)Nc4c(C)n(C)n(-c5ccccc5)c4=O)ccc1c23,-5,-1,1,-8,0.9,/,1,8,4,-0.5
CCOc1cc2[nH]c(=O)n(CCc3ccc(OC)c(OC)c3)c(=O)c2cc1OCC,-4,-2,3,2,2.0,4,4,5,-15,-0.9
Cc1ccc(C(=O)NC(C)c2ccccc2)cc1S(=O)(=O)N1CCOCC1 (stereo unspecified),-24,-1,-2,2,-0.8,/,2,1,5,-0.3
CN(C(=O)COC(=O)c1cc2ccccc2oc1=O)C1CCCCC1,-19,0,4,4,1.4,4,2,-9,3,-0.3
COc1ccccc1NC=C1C(=O)OC2(CCCCC2)OC1=O,0,2,-6,-2,-0.5,-3,/,-1,-1,-2.5
O=C(NCC(=O)N1CCN(C/C=C/c2ccccc2)CC1)c1ccc(OC(F)F)cc1,1,-1,-2,-1,0.3,1,27,3,-27,0.1
O=C(Oc1ccc(Cl)c2cccnc12)N1CCCCCC1,-9,-2,-1,4,-0.5,-3,0,-10,7,1.0
O=C(Nc1ccccc1N1CCN(c2ccc(F)cc2)CC1)C12CC3CC(CC(C3)C1)C2,-7,-4,-5,-6,-2.1,4,10,7,-12,-1.2
CC(=O)c1cccc(NC(=O)CSc2nnnn2C2CCCC2)c1,-7,-4,-2,-3,-0.2,1,-4,-2,4,0.2
O=C(NC1CCCC1)C(c1ccco1)N(C(=O)c1csnn1)c1ccccc1 (stereo unspecified),-10,-1,-3,-5,-1.9,-2,2,7,17,-1.3
CC(NS(=O)(=O)c1ccc(CCC(=O)NCC2CCCO2)cc1)c1ccccc1 (stereo unspecified),-5,-1,5,1,0.8,/,5,2,10,-0.3
COc1ccc(/C=N/NC(=O)c2cccc(COCC(F)(F)C(F)F)c2)cc1,-2,-4,-4,-5,0.7,/,-5,-32,-20,-1.3
CCOC(=O)c1ccc(Cl)c(S(=O)(=O)N2CCCC2)c1,0,-5,7,4,-1.8,3,9,2,2,-0.8
CCOc1ccc(CC(=O)NNC(=O)NC2CCCCC2)cc1,-3,4,-4,15,1.2,-2,-4,2,4,-1.8
CCCC(=O)Nc1cc2c3c(c1)CC(=O)N3CCC2,4,2,-4,4,-1.5,-7,-1,-1,/,-3.0
O=C(NC1CCN(C(=O)c2cccc([N+](=O)[O-])c2)CC1)c1ccccc1,10,1,4,-5,2.2,-3,1,1,-2,-0.3
CCOC(=O)CC1C(=O)NCCN1S(=O)(=O)c1ccc(C)cc1 (stereo unspecified),10,-2,-2,0,1.0,1,-3,-8,14,1.0
CCOc1ccc(NS(=O)(=O)c2ccc(C(=O)NCC(c3cccs3)N3CCOCC3)cc2)cc1 (stereo unspecified),-7,2,1,-7,-0.1,-14,14,-10,0,-1.0
C=CCSc1cc(C)nc2c(-c3ccc(Cl)cc3)c(C)nn12,2,-9,-3,-3,-0.3,/,-7,2,-16,-8.3
Cn1c(N)c(C(=O)c2ccc(C#N)cc2)c(=O)n(C)c1=O,-9,0,1,8,-0.6,-2,-7,0,12,0.4
CC(C)Sc1nnc(NC(=O)c2ccco2)s1,14,0,-3,1,-2.4,56*,-3,-2,22,7.7
COc1ccc(C(=O)N2CCN(CCc3ccccc3)CC2)cc1[N+](=O)[O-],7,1,-4,-2,-0.8,0,-3,5,-8,-0.4
CCc1ccc(N/C(SC)=C(/C#N)C(N)=O)cc1,2,2,-2,6,-0.7,/,8,-3,10,-1.1
Cc1cc(C(C#N)c2ccc(Cl)cc2)c(Cl)cc1NC(=O)c1cc(I)cc(I)c1O (stereo unspecified),-1,4,-5,-5,0.1,-4,17,-31,-20,0.3
Cc1c(C(=O)OCC(=O)N(C)CC(=O)Nc2ccc(F)cc2)oc2ccccc12,-9,-3,-6,2,-0.3,/,18,1,-37,-1.8
COc1cc2cc(CCCOC(=O)CCCC(=O)O)oc(=O)c2cc1OC,-4,-5,-3,-5,1.7,-5,0,-3,?,0.5

# In the list so far, these contain an aryl methoxy group:
SMILES,PKA-R2B act,DAGLB inhibitor,Keap1-Nrf2 PPI,RTF Ca sens act,C-LANA FP,CAL PDZ FP-1,Rtt109 HAT inh,RTF Ca sens inh,SR-BI DiI-HDL act,CAL PDZ FP-2
COc1ccc2nc(SCC(=O)Nc3ccccc3C)[nH]c2c1,0,0,1,-3,-1.4,-3,3,-4,-17,-1.7
COc1ccc(-c2ccc3nnc(SCC(=O)Nc4ccc(NC(C)=O)cc4)n3n2)cc1,-4,-2,0,-5,1.3,-3,1,-7,7,-2.3
COc1cccc(CN(C(=O)/C=C/c2ccco2)C2CCS(=O)(=O)C2)c1 (stereo unspecified),3,5,-5,0,-1.2,/,10,-14,36,-1.2
COc1ccc(N(CC(=O)Nc2nccs2)S(=O)(=O)c2c(C)[nH]c(=O)[nH]c2=O)cc1,6,2,-4,4,-0.6,/,2,-8,7,0.0
CCOc1cc2[nH]c(=O)n(CCc3ccc(OC)c(OC)c3)c(=O)c2cc1OCC,-4,-2,3,2,2.0,4,4,5,-15,-0.9
COc1ccccc1NC=C1C(=O)OC2(CCCCC2)OC1=O,0,2,-6,-2,-0.5,-3,/,-1,-1,-2.5
COc1ccc(/C=N/NC(=O)c2cccc(COCC(F)(F)C(F)F)c2)cc1,-2,-4,-4,-5,0.7,/,-5,-32,-20,-1.3
COc1ccc(C(=O)N2CCN(CCc3ccccc3)CC2)cc1[N+](=O)[O-],7,1,-4,-2,-0.8,0,-3,5,-8,-0.4
COc1cc2cc(CCCOC(=O)CCCC(=O)O)oc(=O)c2cc1OC,-4,-5,-3,-5,1.7,-5,0,-3,?,0.5

# Screening data (PubChem BioAssay)
